Assay outcomes deposited in PubChem BioAssay by several laboratories.
BH1578 lux ind – inducers of Vibrio cholerae quorum light production without autoinducers, primary screen, BH1578 luxS cqsA deficient, single point. V. cholerae BH1578 lux reporter, luminescence, 6 h. activation, % at 18.7 µM. hit rate 0.16% among 350,000; in the data active means activation mostly above about 9.7%, no sharp cut-off; further: not every result past the cut was called active; inactives centre near 0; reference of the scale not given here
Y pestis TopoI – Yersinia pestis topoisomerase I inhibitors, primary screen, biochemical, cleavage product accumulation, plate reader, single point; DNA topoisomerase I (Yersinia pestis CO92); Y. pestis Topo-I cleavage product accumulation; activity, % at 10 µM; hit rate 0.064% among 360,000; in the data active means activity above about 50%, passing the limit was not always enough; further: inactives centre near 2
Rv3671c protease – Rv3671c serine protease inhibitors, primary screen, biochemical, fluorescence polarization, M. tuberculosis H37Rv; inhibition, % at 5.96 µM; P9WHR9; hit rate 0.048% among 320,000; AID 2606, 2010; in the data active means inhibition above about 38%;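 further: extracellular domain of Rv3671c used as enzyme; 0% = enzyme with DMSO and 100% = no enzyme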
MazEF act – activators of E. coli MazEF toxin-antitoxin RNase, primary screen, biochemical, fluorescence, uHTS; Endoribonuclease toxin MazF (Escherichia coli (strain K12)), P0AE70; FAM/BHQ RNA-DNA oligo cleavage fluorescence, 5 h; activation, % at 20 µM; hit rate 0.32% among 350,000; in the data active means activation above about 50%
TcdB inh – TcdB glycohydrolase inhibitors, primary screen, biochemical, single point, plate reader | Toxin B (Clostridioides difficile), P18177 | TcdB glycohydrolase enzymatic assay | inhibition, % at 9.99 µM | hit rate 0.24% among 350,000 | AID 652162, 2013; in the data active means inhibition above about 10%
Target sequence (P18177 whole entry, looked up): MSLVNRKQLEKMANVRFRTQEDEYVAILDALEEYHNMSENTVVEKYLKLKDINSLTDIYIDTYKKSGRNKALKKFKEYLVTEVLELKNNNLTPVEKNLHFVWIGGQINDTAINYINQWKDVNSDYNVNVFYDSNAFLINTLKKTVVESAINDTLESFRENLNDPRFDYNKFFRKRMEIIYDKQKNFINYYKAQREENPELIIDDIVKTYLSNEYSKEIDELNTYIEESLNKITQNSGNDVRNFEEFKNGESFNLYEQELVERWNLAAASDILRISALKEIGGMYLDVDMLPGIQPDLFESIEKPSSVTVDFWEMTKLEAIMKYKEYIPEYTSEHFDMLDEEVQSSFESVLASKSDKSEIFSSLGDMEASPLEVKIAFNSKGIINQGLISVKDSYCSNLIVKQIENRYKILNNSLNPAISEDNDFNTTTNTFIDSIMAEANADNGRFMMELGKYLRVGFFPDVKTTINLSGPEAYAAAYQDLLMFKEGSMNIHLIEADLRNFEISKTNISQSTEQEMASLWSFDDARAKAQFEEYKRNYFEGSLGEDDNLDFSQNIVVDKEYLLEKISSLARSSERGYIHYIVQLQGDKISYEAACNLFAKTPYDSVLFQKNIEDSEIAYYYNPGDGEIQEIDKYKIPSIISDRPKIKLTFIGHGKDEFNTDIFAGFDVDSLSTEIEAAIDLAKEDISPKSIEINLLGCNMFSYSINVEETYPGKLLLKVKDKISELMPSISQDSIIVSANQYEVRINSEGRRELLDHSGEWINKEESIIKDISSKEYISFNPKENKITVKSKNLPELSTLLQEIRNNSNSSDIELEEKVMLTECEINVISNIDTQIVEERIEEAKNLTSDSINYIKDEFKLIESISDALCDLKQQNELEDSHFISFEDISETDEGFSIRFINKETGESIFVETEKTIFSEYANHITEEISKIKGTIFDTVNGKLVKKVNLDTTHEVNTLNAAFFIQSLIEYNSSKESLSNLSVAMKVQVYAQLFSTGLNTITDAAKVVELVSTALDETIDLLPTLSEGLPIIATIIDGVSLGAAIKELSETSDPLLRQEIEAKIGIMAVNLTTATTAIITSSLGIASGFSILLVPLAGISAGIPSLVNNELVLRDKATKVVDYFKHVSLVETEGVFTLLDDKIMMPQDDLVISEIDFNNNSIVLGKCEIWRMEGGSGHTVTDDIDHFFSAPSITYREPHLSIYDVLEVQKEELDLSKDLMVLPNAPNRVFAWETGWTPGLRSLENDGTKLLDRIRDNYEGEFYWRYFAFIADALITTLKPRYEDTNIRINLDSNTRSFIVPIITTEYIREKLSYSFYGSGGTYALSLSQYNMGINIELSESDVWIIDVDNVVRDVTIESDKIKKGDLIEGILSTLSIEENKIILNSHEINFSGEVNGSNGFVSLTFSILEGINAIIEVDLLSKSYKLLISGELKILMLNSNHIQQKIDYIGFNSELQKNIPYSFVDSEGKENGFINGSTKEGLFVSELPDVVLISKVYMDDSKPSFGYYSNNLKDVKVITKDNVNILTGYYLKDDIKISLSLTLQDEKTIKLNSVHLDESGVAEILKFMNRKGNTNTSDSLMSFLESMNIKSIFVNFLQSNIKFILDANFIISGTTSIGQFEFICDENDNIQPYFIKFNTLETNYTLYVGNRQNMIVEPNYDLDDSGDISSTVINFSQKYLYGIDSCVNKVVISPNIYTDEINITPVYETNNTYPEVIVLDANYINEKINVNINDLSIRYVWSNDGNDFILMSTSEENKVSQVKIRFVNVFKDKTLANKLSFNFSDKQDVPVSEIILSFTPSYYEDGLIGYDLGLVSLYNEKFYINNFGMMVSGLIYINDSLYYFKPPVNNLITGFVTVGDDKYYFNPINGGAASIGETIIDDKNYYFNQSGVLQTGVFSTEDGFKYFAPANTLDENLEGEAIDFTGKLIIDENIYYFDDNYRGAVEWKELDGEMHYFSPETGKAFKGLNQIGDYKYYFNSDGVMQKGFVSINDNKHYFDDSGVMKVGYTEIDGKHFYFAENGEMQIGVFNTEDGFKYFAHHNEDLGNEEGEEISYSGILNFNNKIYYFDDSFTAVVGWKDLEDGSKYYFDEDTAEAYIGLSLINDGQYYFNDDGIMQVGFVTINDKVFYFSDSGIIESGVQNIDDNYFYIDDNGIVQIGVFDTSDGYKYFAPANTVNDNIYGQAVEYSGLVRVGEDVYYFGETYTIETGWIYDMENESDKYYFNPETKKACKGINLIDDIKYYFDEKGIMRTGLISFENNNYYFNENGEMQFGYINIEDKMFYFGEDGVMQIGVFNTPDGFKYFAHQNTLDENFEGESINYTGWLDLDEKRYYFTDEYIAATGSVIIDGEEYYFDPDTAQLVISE
PfHsp40 rescue – rescue of yeast from PfHsp40 toxicity, primary screen, S. cerevisiae, ATP luminescence; hit rate 0.68% among 340,000; S. cerevisiae expressing PfHsp40, growth rescue; growth rescue, % at 12.5 µM; in the data active means growth rescue above about 28%, passing the limit was not always enough;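 further: yeast W303a lacking pdr1 and pdr3 grown in galactose medium; growth measured after three days at 30 °C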
Anthrax LF prot – Bacillus anthracis LF protease inhibitors, primary screen, biochemical, multiplex microsphere, MLPCN library; Lethal factor (Bacillus anthracis), P15917; multiplex microsphere protease cleavage assay; inhibition, % at 10 µM; hit rate 0.12% among 360,000; in the data active means inhibition above about 30%; further: plate controls were buffer without enzyme for full effect and enzyme alone for no effect
PriA SSB inh – inhibitors of Klebsiella pneumoniae PriA binding to SSB C-terminal tail, primary screen, biochemical, AlphaScreen. hit rate 0.6% among 430,000. PriA–SSB C-terminal tail interaction (Klebsiella pneumoniae). AlphaScreen SSBct-PriA binding, biotinylated peptide. AID 1272365, 2023. inhibition, % at 33 µM; in the data active means inhibition mostly above about 37%, no sharp cut-off; inactive means mostly below about 20%;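 further: plate controls were negative control peptide for no effect and reference peptide for full effect; strong numbers were not always called active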
VHR inh abs – VHR1 phosphatase inhibitors, primary screen, biochemical, absorbance, uHTS | AID 1654, 2009 | Dual specificity protein phosphatase 3 (Homo sapiens), P51452 | inhibition, % at 13.3 µM | hit rate 0.52% among 290,000 | recombinant VHR phosphatase, pNPP absorbance; in the data active means inhibition above about 50%; further: some compounds called inactive have numbers as strong as hits
SARS 3CLpro inh – SARS-CoV 3CLpro protease inhibitors, primary screen, biochemical, quenched FRET; recombinant SARS-CoV 3CLpro, quenched FRET peptide cleavage; inhibition, % at 6 µM; Replicase polyprotein 1ab (Severe acute respiratory syndrome coronavirus), P0C6X7; hit rate 0.14% among 290,000; in the data active means inhibition above about 12%
Starred values were filed as active, the others as inactive; i = inactive; · = no result given; & = joins results of further samples. An excerpt; count on the stated rates, not on these rows.

SMILES | BH1578 lux ind | Y pestis TopoI | Rv3671c protease | MazEF act | TcdB inh | PfHsp40 rescue | Anthrax LF prot | PriA SSB inh | VHR inh abs | SARS 3CLpro inh
Cc1ccccc1-n1nc2c(c1NC(=O)c1cccs1)CS(=O)(=O)C2 | -0.6 | 0 | -1 | -27 | 1.3 | -0.9 | 0 | -15 | -20 | 2
OC1(c2cccnc2)CC2CCC(C1)N2Cc1nnnn1Cc1ccccc1 (stereo not drawn) | -0.6 | -4 | 0 | 5 | · | 0.4 | 0 | 5 | 19 | -2
Cc1ccc(Cl)cc1NC(=O)C(=O)N1CCCCC1 | -0.2 | -1 | 13 | 2 | 0.1 | 0.5 | 0 | -4 | 6 | 2
CCN(C1=NS(=O)(=O)c2ccccc21)N(CC)S(=O)(=O)c1ccc(C)cc1 | -0.3 | 29 | -14 | 3 | 1.2 | 0.4 | -2 | -11 | 2 | 4
CCOc1ccc(NC(=O)C2C3c4ccccc4C(c4ccccc43)C2C(=O)O)cc1 (stereo not drawn) | -0.4 | 2 | -2 | -11 | 0.3 | -0.4 | -5 | 7 | 25 | 5
O=C(NCC(O)c1ccccc1)c1ccc(Cl)c(S(=O)(=O)N2CCCCC2)c1 (stereo not drawn) | i | 6 | 3 | 4 | 1.3 | -0.4 | -1 | -6 | 28 | 1
COc1ccc(C(=O)NCCN2CCOCC2)cc1[N+](=O)[O-] | i | -7 | -4 | -8 | -4.2 | 0.8 | 5 | -8 | 5 | -1
CCOC(=O)C[n+]1c(C)ccc2c1CCC2 | -0.3 | -7 | 9 | 7 | · | 0.5 | 4 | -10 | 36 | -3
O=C(CCS(=O)(=O)Cc1cccc(Cl)c1)NCCc1ccccc1 | i | 8 | 0 | 4 | 1.4 | 2.0 | 0 | -11 | 1 | 4
CCN(CC(=O)Nc1ccc(NC(C)=O)cc1)C(=O)c1cc2ccccc2oc1=O | 1.6 | 1 | -6 | 4 | -0.3 | -0.4 | 0 | 2 | · | ·
CCCOc1ccc(F)cc1-c1cc(C(=O)NCc2cc(OC)cc(OC)c2)[nH]n1 | 0.6 | 20 | · | · | 0.3 | · | -2 | · | · | ·
Cc1ccc(NC(=O)C(C)Sc2n[nH]c(CNc3ccccc3)n2)cc1 (stereo not drawn) | 0.2 | -2 | -2 | -18 | 0.8 | 0.4 | 0 | -3 | -30 | -2
CCOc1cc(/C=N/N2CCN(Cc3ccccc3)CC2)ccc1O | -0.3 | -18 | -1 | 6 | -2.2 | 1.1 | -10 | · | 11 | -6
CC(Sc1ccccc1)C(=O)NNC(=O)c1csc(N2CCOCC2)n1 (stereo not drawn) | -0.7 | -6 | 7 | 2 | 1.0 | · | -7 | -10 | · | ·
N#Cc1ccc(C(S(=O)(=O)Cc2ccccc2)S(=O)(=O)Cc2ccccc2)cc1 | 1.4 | 6 | · | 2 | 1.8 | · | -1 | · | · | ·
O=C(N/N=C/C(Cl)=C/c1ccccc1)c1ccco1 | 0.0 | 3 | -7 | 8 | -0.1 | 0.6 | 6 | · | 11 | -2
O=C(NCC(c1ccco1)N1CCN(c2ccccc2)CC1)C(=O)NC1CC1 (stereo not drawn) | -1.1 | 11 | 0 | -1 | 2.4 | -0.1 | 7 | -9 | · | ·
O=C(CC(C(=O)NCc1ccccc1)c1nc2ccccc2c(=O)[nH]1)NCc1ccccc1 (stereo not drawn) | -0.4 | -4 | 10 | -12 | 2.5 | -1.4 | -10 | -10 | 12 | 7
CCC(=O)N1CC(C)C(=O)Nc2ccccc21 (stereo not drawn) | i | -3 | 3 | 13 | · | 0.1 | 2 | -15 | 23 | 4
CCCOC(=O)c1cccc(NC(=O)c2cccnc2)c1 | -1.9 | 0 | -5 | -2 | · | 1.4 | 4 | -13 | 11 | 0
COCC(C)n1c(SCC(=O)NC2CCCCC2)nc2ccccc2c1=O (stereo not drawn) | -4.5 | -1 | · | 4 | 1.8 | · | 9 | · | · | ·
O=C(CCCC(=O)NNC(=O)Nc1ccccc1)NNC(=O)Nc1ccccc1 | -0.5 | 5 | 5 | -3 | 0.4 | -0.4 | 0 | -8 | 18 | 3
O=C(O)CN1CCc2ccccc2C1 | -0.2 | 0 | -10 | -6 | -0.1 | 0.6 | 3 | -9 | 20 | -4
CC(C)(C)CC(C)(C)N1CNC(=S)NC1 | -0.8 | 12 | -6 | 8 | 0.8 | -2.4 | -4 | -17 | 9 | -3
COc1cccc(NC(=O)Cc2nnc(SCC(=O)NC3CCCC3)n2C)c1 | -0.1 | 7 | -5 | -30 | 0.1 | -0.6 | -8 | -3 | 35 | 0
CC(C)c1ccc(NC(=O)C(=O)c2cn(CC(=O)N3CCCCC3)c3ccccc23)cc1 | -0.4 | 8 | -56 | 5 | 1.5 | 3.1 | -1 | 1 | 18 | 5
COCc1nnc(NC(=O)CSCc2ccccc2)s1 | -0.1 | -2 | 0 | -1 | · | -1.2 | 1 | -3 | -1 | -3
Clc1ccccc1N1CCN(Cc2ccc(Br)o2)CC1 | -0.5 | 9 | -8 | 3 | 0.9 | -0.4 | -4 | -23 | · | ·
COc1ccc(CCC(C)NCc2ccc(Cl)c(Cl)c2)cc1 (stereo not drawn) | 2.7 | 2 | -6 | 1 | -6.9 | 0.6 | 12 | -24 | 21 | -3
Cc1cccc(NC(=O)Nc2ccc(Cl)cc2)n1 | i | -1 | 6 | 8 | 0.2 | -1.3 | -14 | -11&-10 | 9 | -1
O=C(/C=C/c1c(F)cccc1Cl)Nc1ccc(S(=O)(=O)Nc2ncccn2)cc1 | -1.2 | 2 | 5 | 3 | 0.6 | -2.0 | -2 | -4 | 37 | 4
Cc1ccc(NC(=O)COC(=O)CCC2CCCC2)c(Br)c1 | -2.7 | 70* | -5 | -3 | -3.1 | 0.5 | -2 | -46 | · | ·
Cc1ccc(C(=O)OCC(=O)N2CCCC2)cc1 | 1.8 | 7 | -2 | -6 | -2.4 | -0.4 | -7 | -2 | -11 | 1
CN1CCN(c2ccc(-c3cc(NC=O)c4ncc(-c5ccccc5)n4c3)cc2)CC1 | -0.2 | -14 | · | · | -0.4 | · | -6 | · | · | ·
COc1ccc(NC2CCCN(C(=O)c3cc4ncccn4n3)C2)cc1 (stereo not drawn) | -4.6 | -7 | -6 | 2 | -0.3 | -1.3 | 2 | -14 | 8 | 2
CC12CCC(=O)N1C(C(=O)Nc1cc(C(F)(F)F)ccc1N1CCCCC1)CS2 (stereo not drawn) | i | 20 | 40* | 0 | 6.4 | 0.6 | 7 | 6 | · | ·
CCn1nc(CC(=O)Nc2nnc(CC(=O)N3CCCC3)s2)c2ccccc2c1=O | -2.0 | 7 | 2 | 3 | · | 0.0 | 0 | -24 | 18 | -4
COc1ccc(-n2c(SCC(=O)NCc3cccs3)nnc2-c2ccoc2C)cc1 | i | 2 | 0 | 9 | · | 0.5 | -2 | 7 | 36 | 1
CC1CCCCC1NC(=O)CSc1nc2ccccc2c(=O)n1Cc1ccco1 (stereo not drawn) | i | 6 | 9 | 5 | 0.4 | -0.8 | -4 | -9 | 2 | ·
CC1CCCC(C)N1C(=O)CSc1ncccn1 (stereo not drawn) | -0.3 | 4 | -3 | 14 | 0.8 | -0.5 | -7 | 3 | 15 | -1
O=C(C1CCCCC1)N1CCC(c2nc3c(nnn3Cc3c(F)cccc3Cl)c(=O)[nH]2)CC1 | 0.4 | 3 | -11 | -1 | · | -0.2 | -6 | -7 | 0 | -3
COc1ccc(-c2nc(CSCC(=O)N3CCc4ccccc43)c(C)o2)cc1OC | -0.7 | 1 | -2 | 5 | · | 0.6 | -10 | -10 | 29 | 1
Cc1ccc(N(CC(=O)NC(C)c2ccccc2)S(=O)(=O)c2c(C)noc2C)cc1 (stereo not drawn) | -6.2 | -13 | 5 | -11 | -6.3 | -0.1 | -2 | 0 | -2 | -3
CCN(CC)C(=O)Cn1cnc2sc(C(=O)N3CCN(c4ccc(F)cc4)CC3)c(C)c2c1=O | 0.5 | 19 | 4 | -8 | 0.8 | -0.5 | 2 | 2 | -1 | -8
C/C(=N\NC(=O)c1ccc(C)cc1C)c1ccc2c(c1)Nc1ccccc1S2 | i | -13 | 7 | -4 | · | -0.1 | -4 | · | 30 | 5
CC(Cc1ccc(O)cc1)NCC(O)c1ccc(O)c(O)c1 (stereo not drawn) | -5.0 | -6 | · | 1 | -7.0 | · | -10 | · | · | ·
CC(C)[C@H](NC(=O)c1ccco1)C(=O)OCC(=O)c1ccc(Br)s1 | i | 6 | 1 | -4 | 0.3 | -1.3 | -3 | -1 | · | ·
Cn1cc(C(=O)c2ccc(Cl)cc2Cl)cc1C(=O)O | -2.9 | -2 | 1 | 2 | · | -1.4 | 4 | -3 | 14 | 3
Cc1cc(OC(C)C(=O)N(Cc2ccco2)C2CCS(=O)(=O)C2)cc(C)c1Cl (stereo not drawn) | -0.2 | 32 | 6 | 1 | · | -0.7 | -14 | -5 | 9 | 5

4 of the compounds above, as labelled records.
COc1ccc(-n2c(SCC(=O)NCc3cccs3)nnc2-c2ccoc2C)cc1
  BH1578 lux ind = i	Y pestis TopoI = 2	Rv3671c protease = 0	MazEF act = 9	TcdB inh = ·	PfHsp40 rescue = 0.5	Anthrax LF prot = -2	PriA SSB inh = 7	VHR inh abs = 36	SARS 3CLpro inh = 1

CC1CCCCC1NC(=O)CSc1nc2ccccc2c(=O)n1Cc1ccco1 (stereo not drawn)
  BH1578 lux ind = i	Y pestis TopoI = 6	Rv3671c protease = 9	MazEF act = 5	TcdB inh = 0.4	PfHsp40 rescue = -0.8	Anthrax LF prot = -4	PriA SSB inh = -9	VHR inh abs = 2	SARS 3CLpro inh = ·

CC1CCCC(C)N1C(=O)CSc1ncccn1 (stereo not drawn)
  BH1578 lux ind = -0.3	Y pestis TopoI = 4	Rv3671c protease = -3	MazEF act = 14	TcdB inh = 0.8	PfHsp40 rescue = -0.5	Anthrax LF prot = -7	PriA SSB inh = 3	VHR inh abs = 15	SARS 3CLpro inh = -1

O=C(C1CCCCC1)N1CCC(c2nc3c(nnn3Cc3c(F)cccc3Cl)c(=O)[nH]2)CC1
  BH1578 lux ind = 0.4	Y pestis TopoI = 3	Rv3671c protease = -11	MazEF act = -1	TcdB inh = ·	PfHsp40 rescue = -0.2	Anthrax LF prot = -6	PriA SSB inh = -7	VHR inh abs = 0	SARS 3CLpro inh = -3
